HSF1 inh – HSF1 inhibitors in luciferase reporter cells, primary screen, cell-based, NIH3T3, luminescence; activity change, negative = inhibition, % at 7.5 µM (by protocol); 300,000 compounds, 0.77% hits; NIH3T3-HGL HSE-luciferase, MG132-induced, luminescence 8 h; stronger effect = lower value; AID 2098, 2009;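 active = more than half of replicate wells show activity change below -50%, luminescence cut by over half; inconclusive = some wells, but at most half, below -50%; inactive = no replicate well below -50%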;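 also: luciferase reports HSF-1 transcriptional activity via heat shock element; 0% = median of DMSO wells and -100% = zero luminescence signal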
GSK3A inh – blockers of GSK3A enzyme activity – biochemical, luminescence, cell-free homogeneous, HTS, primary screen. Glycogen synthase kinase-3 alpha (Homo sapiens), P49840. GSK-3 alpha kinase, ADP-Glo luminescence, 60 min. inhibition, % at 10 µM. 320,000 compounds, 0.1% hits. AID 2650, 2010;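 in the data active = inhibition above about 50%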;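 also: GST-tagged GSK-3 alpha with peptide substrate and 25 µM ATP; 0% = DMSO neutral wells and 100% = GW8510 positive control wells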
Target sequence (P49840 whole entry, looked up): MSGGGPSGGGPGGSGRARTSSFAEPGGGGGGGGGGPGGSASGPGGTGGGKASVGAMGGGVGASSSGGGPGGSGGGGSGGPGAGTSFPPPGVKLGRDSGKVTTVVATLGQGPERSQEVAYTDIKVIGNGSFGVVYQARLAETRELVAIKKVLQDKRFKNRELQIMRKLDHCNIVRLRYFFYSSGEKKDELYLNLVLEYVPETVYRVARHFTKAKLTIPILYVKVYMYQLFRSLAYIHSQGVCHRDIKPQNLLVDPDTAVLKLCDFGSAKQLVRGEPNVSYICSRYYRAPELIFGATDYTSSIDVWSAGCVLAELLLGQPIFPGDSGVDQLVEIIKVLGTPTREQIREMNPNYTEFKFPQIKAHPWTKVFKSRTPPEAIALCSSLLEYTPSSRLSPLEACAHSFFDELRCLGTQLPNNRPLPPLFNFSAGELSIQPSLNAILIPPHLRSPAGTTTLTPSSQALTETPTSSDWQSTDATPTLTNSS
HSF-1 act – HSF-1 activators, primary screen, NIH3T3-HGL cells, MG132 stress, luminescence, single point; NIH3T3-HGL HSF-1 luciferase reporter, 8 h; 100% = twice DMSO control signal; activation, % at 9 µM; 300,000 compounds, 1.7% hits;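 active = mean replicate activation of at least 50% with a set share of replicates each reaching 50%; inconclusive = only one of those two conditions met; inactive = mean below 50% and too few replicates reaching it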;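 also: 0% = median of the neutral control wells and 100% = twice that signal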
IEC-6 tox – cytotoxicity in IEC-6 intestinal epithelial cells, primary screen, cytotoxicity control for KLF5 inhibitor project, cell-based, luminescence. inhibition, % at 5 µM. 290,000 compounds, 0.78% hits. IEC-6 cytotoxicity, luminescence viability; in the data active = inhibition above about 22%;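 also: 0% = plate median of test compound wells and 100% = cytotoxic reference compound wells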
HSP90 inh – HSP90 inhibitors, primary screen, cell lysate, luminescence; AID 1789, 2009; Rabbit reticulocyte lysate, luciferase refolding luminescence, 3 h; Heat shock protein HSP 90 (rabbit reticulocyte lysate; luciferase refolding); inhibition, % at 5.6 µM; 290,000 compounds, 0.91% hits;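 active = inhibition above the screen-wide mean plus 3 SD, computed separately per campaign, cut at about 16% in these data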;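 also: 0% = DMSO wells and 100% = 60 µM geldanamycin wells; inhibitors lower the luminescence because luciferase stays unfolded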
aSyn UTR inh – MLPCN primary screen, SNCA 5' untranslated region. alpha-synuclein 5'UTR reporter, inhibitor activity. inhibition, % (tested at 7.5 µM). 300,000 compounds, 0.82% hits; in the data active = inhibition above about 60%; inconclusive = no clear call, values can overlap the other calls;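 also: H4 neuroglioblastoma cells stably carrying SNCA 5'UTR luciferase fusion; 0% = DMSO wells and 100% = positive control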
KLF5 inhibitor – KLF5 expression inhibitors, primary screen, DLD-1 cells, luminescence. inhibition, % at 5 µM. DLD-1 KLF5 promoter-luciferase reporter. AID 1700, 2009. 290,000 compounds, 0.23% hits;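 active = inhibition above a per-plate limit of that plate's mean compound inhibition plus 3 SD, cut at about 60% in these data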;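 also: 0% = DMSO wells and 100% = LY294002 at 200 µM; higher means less KLF5 promoter-driven luciferase light; inactives centre near -14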
AI-2 QS modul – Vibrio harveyi AI-2 quorum sensing modulators, primary screen, JMH597 strain, luminescence/OD600 ratio; 300,000 compounds, 0.4% hits; activity change, % at 7.5 µM; Vibrio harveyi JMH597 AI-2 luminescence/OD600 ratio, 9 h; stronger effect = lower value; strain lacks LuxN and CqsS sensors; 0 = neutral-control median; AID 2094, 2009; in the data active = activity change below about -75%, passing the limit was not always enough; inconclusive = no clear call, values can overlap the other calls;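 also: luminescence divided by OD600 gain over 9 h not by final OD600 alone; inactives centre near 13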
PolyA inh – polyadenylation inhibitors in yeast reporter cells, primary screen, luminescence, S. cerevisiae. 300,000 compounds, 0.02% hits. S. cerevisiae SKY197-pL101 polyadenylation reporter, beta-gal luminescence; efflux-impaired pdr1/pdr3 knockout yeast; score 100 = 6 SD above DMSO. AID 1875, 2009. calls only at 12 µM;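 active = lowest replicate activity score at least 50, where 100 means six control SD above control mean; inconclusive = lowest score under 50 but half or more replicates reach 50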;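 also: yeast exposed to compound for 9 h at 30 °C; higher score means more reporter readthrough which indicates perturbed polyadenylation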
GSK3B inh – human GSK3beta kinase inhibitors, primary screen, biochemical, cell-free homogeneous, HTS. GST-GSK3beta kinase, ADP-Glo luminescence, 60 min; stronger effect = lower value. activity score (negative = inhibition), % at 10 µM. 300,000 compounds, 0.038% hits;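 active = more than half of replicate wells score below -50%, meaning over 50% inhibition versus plate controls; inconclusive = some replicates but at most half score below -50%; inactive = no replicate scores below -50%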;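 also: 0% = median DMSO wells and -100% = median GW8510 positive control wells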
Target sequence (P49841 whole entry, looked up): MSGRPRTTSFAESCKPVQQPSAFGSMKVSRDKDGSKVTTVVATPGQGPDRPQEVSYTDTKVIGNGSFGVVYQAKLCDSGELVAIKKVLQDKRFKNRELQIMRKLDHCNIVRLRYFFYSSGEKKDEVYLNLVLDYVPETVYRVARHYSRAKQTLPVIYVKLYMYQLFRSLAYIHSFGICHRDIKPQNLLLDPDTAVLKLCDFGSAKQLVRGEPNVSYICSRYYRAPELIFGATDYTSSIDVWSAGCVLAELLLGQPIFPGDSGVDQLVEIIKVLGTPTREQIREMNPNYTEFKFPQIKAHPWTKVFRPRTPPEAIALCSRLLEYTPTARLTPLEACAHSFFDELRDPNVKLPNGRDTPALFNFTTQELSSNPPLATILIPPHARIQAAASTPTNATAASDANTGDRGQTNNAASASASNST
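Test system: GST-fused GSK3beta enzyme, cell-free | Quantity: 1.6 ng GST-GSK3beta enzyme per well | Reagent: 25 µM ATP with peptide substrate | Schedule: 60 min enzyme reaction, room temperature | Signal: Luminescent ADP-Glo measurement of ADP formed | Read-out basis: Score relative to plate controls | Control set: DMSO and 20 µM GW8510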
* marks the source's active call; other numbers are inactive results; i = inactive; ? = inconclusive; · = not tested or not shown. Only part of the results is shown; the hit share may differ from the screen's.

SMILES	HSF1 inh	GSK3A inh	HSF-1 act	IEC-6 tox	HSP90 inh	aSyn UTR inh	KLF5 inhibitor	AI-2 QS modul	PolyA inh	GSK3B inh
O=C(N/N=C/c1ccc([N+](=O)[O-])cc1)c1cc(-c2ccc3c(c2)OCO3)n[nH]1	-1	0	9	1	-3	-29	-12	20	i	4
COc1ccccc1CNC(=O)c1ccc(CS(=O)(=O)c2ccccc2)o1	6	-2	12	1	-3	1	-29	18	·	0
O=C(COc1ccccc1[N+](=O)[O-])NNC(=O)Nc1cccc2ccccc12	6	0	7	2	0	-22	-26	17	i	0
Cc1sc(NC(=O)CSc2nnc(N)s2)c(C#N)c1C	-6	-1	10	-2	-4	-3	1	21	i	-2
C=CCN(c1ccccc1C(=O)O)S(=O)(=O)/C=C/c1ccccc1	-8	-4	7	-3	-2	15	-30	8	i	0
O=C(CSc1nnc(-c2ccccc2)n1-c1ccc(Cl)cc1)NNC(=S)Nc1ccccc1	0	-3	2	2	-3	-10	16	38	i	1
Cc1c(/C=N/NC(=O)c2ccc(O)cc2)c2ccccn2c1C(=O)c1ccc(F)cc1	-4	-1	-8	2	-1	-6	-24	15	i	0
O=C(COC(=O)c1cc(Br)c(Br)s1)NCCC1=CCCCC1	-9	-5	-1	4	-2	16	14	2	i	-5
Cc1ccc(C(O)Cn2nc(C)cc2C)cc1 (centres undefined)	17	-3	40	·	·	-8	·	1	i	-2
CCOc1ccc(C(=O)Nc2cccc3ncccc23)cc1Br	-4	-2	3	3	-2	19	-33	31	i	0
COc1ccc(OC)c(Nc2nc(N)nc(CCl)n2)c1	-1	0	3	0	2	17	-5	27	i	-1
CCOC(=O)c1c(C(=O)OCC)c(C)n(N2C(=O)CSC2=S)c1C	-7	-5	-4	-1	-1	-5	-3	4	i	3
COc1ccc(N2CCN(C(CNC(=O)c3ccco3)c3ccco3)CC2)cc1 (centres undefined)	-2	1	1	·	·	-14	·	9	i	-1
c1cncc(Oc2cccc(Oc3cccnc3)c2)c1	·	-2	·	-3	-3	·	-6	·	·	·
NC(=O)COC(=O)c1ccc(Oc2ccccc2)cc1	2	2	-2	2	1	16	-19	34	i	-4
NS(=O)(=O)c1ccc(CCNC(=O)CSc2nc3ccsc3c(=O)n2CC2CCC(C(=O)O)CC2)cc1 (centres undefined)	-3	-3	4	1	0	7	-35	15	i	-1
COc1ccc(-c2ccnc3nc(N4CCOCC4)nn23)cc1	5	-2	-2	-3	-4	14	-36	7	i	2
CCc1nnc(NC(=O)CSc2nnc(-c3ccncc3)n2C)s1	-3	-3	-14	-3	0	-5	0	16	i	-1
COc1ccc(CCNS(=O)(=O)c2cc(/C=C/C(=O)O)ccc2C)cc1OC	0	-2	-13	-1	1	33	-6	19	i	-5
Cc1ccc(-n2c(SCC(N)=O)nnc2-c2cnccn2)cc1	-2	3	23	-8	-5	-8	-11	25	i	1
COc1ccc(S(=O)(=O)c2c(C)c(NS(=O)(=O)c3ccccc3)cc(C)c2O)cc1	-6	-3	8	6	1	-8	0	5	i	0
c1ccc(OCc2noc(CN3CC[C@@H]4CCCC[C@H]4C3)n2)cc1	·	1	·	-6	1	-17	-22	15	i	2
O=C(NCCC1CCCCN1S(=O)(=O)c1ccc(F)cc1)C(=O)Nc1ccccc1F (centres undefined)	-67*	-2	-75	·	·	-19	·	19	i	0
CCc1noc(C)c1C(=O)Nc1nnc(CC(C)C)s1	-5	0	-25	·	·	-13	·	14	i	2
COc1cc(NC(=S)NCc2cccnc2)cc(OC)c1	-1	-1	-1	-3	-7	18	-31	12	i	0
CCC(C)NC(=O)c1ccccc1SC (centres undefined)	-10	-5	-4	-4	-2	5	-11	27	i	0
Cc1ccccc1CNS(=O)(=O)c1c(C(=O)N2CCCC2)c(C)n(C)c1C	-6	0	22	5	-5	25	-10	10	i	1
Cc1sc2nc(C(C)C)nc(SCC(=O)N3CCOCC3)c2c1C	-5	1	-4	8	-1	32	-19	12	i	-2
CC(=O)Nc1ccc(S(=O)(=O)N2CCN(c3ccc([N+](=O)[O-])c(NCCN4CCOCC4)c3)CC2)cc1	0	-3	47	-3	-1	-13	-4	-8	i	-1
Cc1cccc(N=C2SC(C)CN2C(=O)CN2C(=O)NC3(CCCC3)C2=O)c1 (centres undefined)	-13	1	-31	·	·	-38	·	23	i	-1
Oc1ccccc1Nc1ncnc2c1oc1ccccc12	·	2	·	-2	2	-88	-15	10	i	1
Cc1ccc(NC(=O)COc2cccc(/C=C3\SC(=S)N(CCC(=O)O)C3=O)c2)cc1Cl	12	-1	16	-2	0	-41	-45	50	i	3
COc1ccccc1N1CCN(S(=O)(=O)c2c(C)sc3ncn(CC(=O)NCCN(C)C)c(=O)c23)CC1	0	0	0	-3	0	-6	-68	13	i	1
CCc1nc(C)cn1S(=O)(=O)c1cc(F)ccc1OC	3	0	15	2	9	-15	12	4	i	-1
C/[N+]([O-])=C\CC(=O)c1ccc(-c2ccccc2)cc1	4	-2	22	-10	6	-35	4	6	i	0
CC(C)CNc1ncnc2c1cnn2Cc1ccc(Cl)cc1	6	-2	6	-4	3	14	0	13	i	0
CCCOC(=O)C1C2C=CC(C2)C1C(=O)OCC(=O)c1ccccc1 (centres undefined)	3	0	10	-4	1	1	-23	17	i	4
COc1cc2c(C(=O)NCc3ccccn3)cn(CC(C)C)c(=O)c2cc1OC	-6	1	2	-5	-9	17	12	16	i	-1
NS(=O)(=O)c1ccc(CCNC(=S)NC2CCCCC2)cc1	-5	11	-11	-2	2	-1	-15	5	i	2
CC(=O)C1=C(O)C(=O)N(CCc2c[nH]c3ccccc23)C1c1cccc(O)c1 (centres undefined)	-12	3	-32	-3	6	-14	-15	11	i	0
O=C(OCCN1CCCCC1)c1ccc(Cl)cc1	-11	·	-10	-5	5	-8	-25	11	i	2
CCOC(=O)/C=C1\SCC(=O)N1CC(=O)NC12CC3CC(CC(C3)C1)C2	0	0	-19	-8	-10	-1	-8	18	i	3
Cc1cc(NC(=O)CSc2nnc(CNC(=O)c3c(F)cccc3F)o2)no1	-4	0	15	0	0	-15	-25	9	i	-5
CN(C(=O)c1ccccc1)c1ccccc1C(=O)NCCc1ccccc1	-7	0	-13	0	-5	-7	-11	9	i	2
C=CCN(C(=O)CNC(=O)c1ccco1)C(C(=O)NC1CCCC1)c1cccs1 (centres undefined)	-4	0	22	-7	0	-12	-6	9	·	1
CN(C)S(=O)(=O)c1ccc(N2CCCC2)c(C(=O)NCc2cccc(C(F)(F)F)c2)c1	1	-8	10	-3	-5	-13	-35	20	i	1
C/C(=N\NC(=O)Cn1nnc2ccccc21)c1ccco1	1	1	10	6	2	-2	-9	18	i	-3
COC(=O)C(NC(C)=O)(Nc1ccccc1)C(=O)OC	-6	-1	-2	1	-3	8	-21	8	i	1
O=C1CC(c2ccc(F)cc2)Cc2nc(N3CCOCC3)ncc21 (centres undefined)	5	-2	28	3	2	17	-17	15	i	1
Cc1ccc(C)c(-n2c3nc(=O)[nH]c(=O)c-3cc3cc([N+](=O)[O-])ccc32)c1	·	1	·	14	-5	·	5	·	·	·
O=C(NCC(=O)N(Cc1cccs1)C(C(=O)NC1CCCCC1)c1cccnc1)c1ccco1 (centres undefined)	1	1	12	3	2	8	-31	16	i	0
FC(F)(F)c1cccc(N2CCN(Cc3cccnc3)CC2)c1	-5	-2	-14	1	3	-17	10	48	i	1
O=c1cc(CSc2ccc(S(=O)(=O)N3CCCCC3)cn2)nc2sccn12	3	-1	-10	-1	0	14	0	·	·	·
O=[N+]([O-])c1ccc(O)c(/C=N/n2cnnc2)c1	-4	1	3	-3	-2	-1	-8	19	i	2
Cc1ccc(N2C(=O)CSC2c2cccs2)cc1 (centres undefined)	-5	3	3	-1	0	17	-14	23	i	4
Cc1cc(-c2cccs2)c2c(N)c(C(=O)c3ccc4c(c3)OCO4)sc2n1	15	2	15	-6	2	11	3	-3	i	-1
COc1ccc2[nH]cc(C(O)CN3CCC(C(N)=O)CC3)c2c1 (centres undefined)	-1	-2	4	-1	1	-9	2	17	i	0
COc1cc2c(cc1OC)CN(CC(=O)Nc1ccccc1C#N)CC2	15	-1	21	0	2	-7	15	12	i	-1
Cc1cc(C)nc(Nc2nc(C)c3cc4c(cc3n2)OCO4)n1	-6	0	0	0	-4	2	-15	-2	i	-1
CCCn1cnc2cc(NCc3cccc(OC)c3)ccc21	28	-1	51*	-1	-3	-141	-9	16	i	1
Other structures follow.
SMILES	HSF1 inh	GSK3A inh	HSF-1 act	IEC-6 tox	HSP90 inh	aSyn UTR inh	KLF5 inhibitor	AI-2 QS modul	PolyA inh	GSK3B inh
CCNC(=O)CN(c1ccc(Cl)cc1)S(=O)(=O)c1ccccc1	13	-1	34	2	8	16	-22	11	i	-2
Cc1cc(NC(=O)c2cnccn2)no1	-8	·	28	-6	0	-2	-20	12	i	-2
COc1ccc2ccccc2c1C(O)c1nccn1C (centres undefined)	-2	1	-20	6	0	-13	8	33	i	0
CCOc1ccc(NC(=O)CCC(=O)O)cc1	-14	-3	-31	3	3	-9	-25	7	i	2
CCn1c(CC(=O)Nc2ccccc2F)nnc1SCC(=O)NC1CCCCC1	2	0	-1	-3	1	15	-15	11	i	6
CCOC(=O)NC(O)C(=O)c1ccc(F)cc1 (centres undefined)	7	·	10	5	-1	6	-7	6	i	1
OCCc1c[nH]c2ccccc12	2	0	0	-11	-6	2	-18	13	i	0
CNC(=S)N=Nc1c(O)[nH]c2ccccc12	1	0	6	-7	-3	-24	-48	16	i	1
Cc1ccc(C(=O)C[n+]2ccc(Cc3ccccc3)cc2)cc1	1	3	-6	-3	1	?	-17	22	i	-4
CC(=O)N1CCN(c2ccccc2NC(=O)c2cccs2)CC1	-20	2	-28	-8	-4	6	-30	5	i	2
C=Cn1cc[n+](CC(=O)c2ccc(-c3ccccc3)cc2)c1	-1	1	5	-6	-1	1	-23	-1	i	-1
CSC[C@H](NC(=O)COc1cc2c(c3oc(=O)c(C)c(C)c13)CCC(C)(C)O2)C(=O)O	-2	-1	2	2	-6	15	-18	33	i	2

Source: PubChem BioAssay
